Screens as filed in PubChem BioAssay.
Giardia kill: kills Giardia lamblia; Giardia lamblia trophozoite viability; activity change, % at 7.66 µM, hits read low; 340,000 tested, 0.15% active; AID 540267; in the data active means activity change below about -80%; inconclusive means between about -30% and that limit;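 further: parasites exposed to compound for two days anaerobically before the ATP read; on the % scale 0 is the no-effect control and ±100 the full control effect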
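Compounds were tested on trophozoites seeded at 100 cells/well and held 48 hrs at 37 deg C anaerobically. An ATP-based luminescent kit measured the remaining live cells.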
FBPA coupling cs: inhibits coupling enzyme system, counter-screen for aldolase hits. coupling enzyme system counterscreen, AmpLite Red fluorescence. activity change, negative = inhibition, % at 58.2 µM, hits read low. 290,000 tested, 0.67% active; in the data active means activity change below about -30%; further: on the % scale 0 is the no-effect control and ±100 the full control effect
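Compounds tested against the coupling enzymes alone at 57.5 uM final; readout was AmpLite Red fluorescence (525/598 nm) after 20 min at RT.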
Rab9 prom act: activators of Rab9 promoter. 320,000 tested, 2.8% active. AID 485297. Potency, µM (highest dose often 9.22 µM), for the others: at the top dose activation, negative = inhibition, hits mostly activators. Huh7 Rab9 promoter-luciferase reporter, luminescence, 24 h; further: potency means the concentration at half of the fitted maximal effect; % of control where 0% means no effect; nearly all actives have a fitted effect of over 60% in size
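Using Huh7 cells stably transfected with Rab9 promoter–luciferase, compounds were incubated 24 h at 37 °C, 5% CO2; luciferase luminescence was read 10 min after reagent addition.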
uPA surface inh: inhibitors of cell surface uPA generation; Potency, µM (series often up to 38.3 µM), for the others: at the top dose activity change, negative = inhibition, usual class: inhibitors; 330,000 tested, 0.31% active; cell surface uPA generation assay, qHTS; active means well fitted inhibition curve with a large enough effect; inconclusive means small, poorly fitted or top-dose-only effect; inactive means no such curve, though single readings can be large or run the other way; tested in mouse RAW 264.7 cells; further: potency means the concentration at half of the fitted maximal effect; on the % scale 0 is the no-effect control and ±100 the full control effect; nearly all actives have a fitted effect of over 55% in size
KCNH2 3.1 inh: KCNH2 3.1 (human) potassium channel inhibition | U2OS KCNH2 3.1, thallium flux FluxOr; active compounds read low | activity change, % (tested at about 1.8 µM) | 340,000 tested, 0.95% active | AID 720553;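 active means maximum activity change below -70%; inconclusive means maximum activity change from -70% to -50%; inactive means maximum activity change above -50%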;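 further: thallium influx rate constant from kinetic fluorescence after stimulation buffer; on the % scale 0 is the no-effect control and ±100 the full control effect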
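Virally transduced U2OS (3.1 isoform, 4 h infection in dark at RT) → overnight 37 C → FluxOr + Red40 in HBSS/HEPES, 45 min → stimulation buffer, 2 min kinetic read → rate constant vs DMSO controls.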
NPC1 promoter act: activators of NPC1 promoter | Potency, µM (top dose mostly 9.22 µM), for the others: at the highest dose activation, actives largely listed as activators | AID 485313 | 320,000 tested, 2.4% active | Huh7 NPC1 promoter luciferase reporter, 24 h;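 further: potency means the concentration at half of the fitted maximal effect; % of control where 0% means no effect; nearly all actives have a fitted effect of over 60% in size; reporter is driven by a mutant NPC1 promoter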
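Readout is luciferase luminescence, reflecting NPC1 promoter activation in stably transfected Huh7 cells after 24 h compound exposure at 37 °C in reduced-serum medium with 10% FBS.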
VP16 counter: inhibits Gal4-VP16 luciferase reporter, ROR gamma counter-screen; Drosophila S2 Gal4-VP16 UAS-luciferase, luminescence, 20 h; Potency, µM (top dose mostly 53.6 µM), inactives show top-dose activity, negative = inhibition, usual class: inhibitors; 310,000 tested, 3.5% active; AID 2546;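 further: Gal4-VP16 expression switched on by copper sulfate through the metallothionein promoter; potency means the concentration at half of the fitted maximal effect; on the % scale 0 is the no-effect control and ±100 the full control effect; nearly all actives have a fitted effect of over 50% in size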
RORgamma inh: blocks mouse ROR gamma transcriptional activity; P51450; Drosophila S2 Gal4-RORgamma UAS-luciferase reporter, 20 h; Potency, µM (titrated, usually from 53.6 µM), inactives show top-dose activity change, negative = inhibition, actives largely listed as inhibitors; 310,000 tested, 5.4% active; further: potency means the concentration at half of the fitted maximal effect; on the % scale 0 is the no-effect control and ±100 the full control effect; nearly all actives have a fitted effect of over 60% in size
Target sequence (P51450 whole entry, looked up, the tested form may be a part): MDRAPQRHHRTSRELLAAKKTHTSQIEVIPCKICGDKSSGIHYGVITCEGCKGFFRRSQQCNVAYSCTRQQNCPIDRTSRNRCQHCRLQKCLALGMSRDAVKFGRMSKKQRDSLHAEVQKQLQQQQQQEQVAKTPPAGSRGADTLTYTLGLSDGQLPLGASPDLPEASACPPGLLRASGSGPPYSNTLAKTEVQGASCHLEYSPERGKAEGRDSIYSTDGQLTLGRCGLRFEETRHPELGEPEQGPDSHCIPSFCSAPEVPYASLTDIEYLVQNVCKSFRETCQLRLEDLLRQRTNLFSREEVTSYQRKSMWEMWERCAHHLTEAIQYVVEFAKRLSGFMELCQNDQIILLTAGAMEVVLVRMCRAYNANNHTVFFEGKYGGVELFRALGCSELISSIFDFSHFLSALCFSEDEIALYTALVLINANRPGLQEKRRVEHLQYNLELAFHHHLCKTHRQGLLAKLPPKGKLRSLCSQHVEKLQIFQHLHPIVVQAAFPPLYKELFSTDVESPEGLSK
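Stable Schneider cell line, Gal4 DNA-binding domain fused to ROR gamma, UAS-luciferase. Cmpd 1 hr RT → CuSO4 700 uM final → 20 hr RT → luciferase reagent 10 min → luminescence.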
FLuc counter: counter-screen for miR-21 project: firefly luciferase inhibitors or activators; P08659; purified FLuc, Km substrates, luminescence inhibition; Potency, µM (titrated, usually from 57.5 µM), for the others: at the highest dose activity change, negative = inhibition, actives largely listed as inhibitors; 360,000 tested, 6.9% active; AID 588342;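 further: potency means the concentration at half of the fitted maximal effect; plate controls were vehicle for no effect and reference inhibitor for full effect; nearly all actives have a fitted effect of over 55% in size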
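Purified P. pyralis luciferase (10nM final) with 10uM D-luciferin and 10uM ATP (Km levels) in 50mM Tris acetate pH 7.5, 10mM Mg acetate, 0.01% Tween-20, 0.05% BSA; qHTS 6-point titration, ~60 µM downward; luminescence read.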
Tb PFK inh: T. brucei PFK enzyme inhibition | O15648 | T. brucei PFK, ADP-Glo luminescence | Potency, µM (doses to about 57.5 µM), for the others: at the highest dose activity, negative = inhibition, actives largely listed as inhibitors | 330,000 tested, 0.17% active | AID 485367;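 further: potency means the concentration at half of the fitted maximal effect; 0% = uninhibited 1x PFK enzyme wells and -100% = no-enzyme wells; nearly all actives have a fitted effect of over 60% in size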
Target sequence (O15648 whole entry, looked up): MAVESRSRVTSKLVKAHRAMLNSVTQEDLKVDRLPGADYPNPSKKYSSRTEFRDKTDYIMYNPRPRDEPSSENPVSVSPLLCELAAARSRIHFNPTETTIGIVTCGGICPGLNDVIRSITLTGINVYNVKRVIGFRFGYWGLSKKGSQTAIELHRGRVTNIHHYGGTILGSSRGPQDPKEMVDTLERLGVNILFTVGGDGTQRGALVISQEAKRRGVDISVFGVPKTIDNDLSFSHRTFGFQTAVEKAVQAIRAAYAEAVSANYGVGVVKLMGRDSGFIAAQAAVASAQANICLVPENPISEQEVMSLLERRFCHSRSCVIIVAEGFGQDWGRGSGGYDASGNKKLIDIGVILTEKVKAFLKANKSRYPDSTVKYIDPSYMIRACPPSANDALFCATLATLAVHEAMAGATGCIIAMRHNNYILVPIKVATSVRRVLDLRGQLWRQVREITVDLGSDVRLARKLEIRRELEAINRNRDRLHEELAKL
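ADP-Glo luminescence quantified ADP after 45 min at room temperature, with 1.25 nM T. brucei PFK, 0.1 mM ATP and 0.5 mM fructose-6-phosphate in pH 8.0 TEA buffer. qHTS titrations up to 57 µM; curves classified by quality.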
ELG1 genotoxic: genotoxicity induction in ELG1-luciferase HEK293T cells. HEK293T ELG1-luciferase reporter, luminescence, 16 h. Potency, µM (titrated, usually from 46 µM), without a hit: top-dose activity change, positive = activation, actives largely listed as activators. 330,000 tested, 1.3% active. AID 504466; further: potency means the concentration at half of the fitted maximal effect; % of control where 0% means no effect; nearly all actives have a fitted effect of over 60% in size
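HEK293T cells expressing luciferase-tagged ELG1 were treated with compound or DMSO for 16 hr at 37°C. Luciferase activity was then read after 30 min with ONE-Glo at room temperature; rising signal flags genetic stress.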
The depositor's hits bear a star; ? = inconclusive; / = not tested or not shown; [ ] = dose if it differs, or a comment. Unless noted, the call rests on the fitted dose curve; in most records, active means well fitted curve in the direction sought with a large enough effect; inconclusive means small, poorly fitted or top-dose-only effect, or another doubt; inactive means no such curve, though single readings can be large; an effect the other way counts as inactive or inconclusive.

SMILES	Giardia kill	FBPA coupling cs	Rab9 prom act	uPA surface inh	KCNH2 3.1 inh	NPC1 promoter act	VP16 counter	RORgamma inh	FLuc counter	Tb PFK inh	ELG1 genotoxic
CCOc1ccc(NS(=O)(=O)c2c(C)nc3sccn3c2=O)cc1	-20	-4	3%	-6%	-12	1%	-10%	?	2%	-3%	0%
Cc1cc(-n2c(SCC(=O)Nc3ccc(F)c(F)c3)nc3n[nH]c(C)c3c2=N)ccc1Cl	1	1	-2%	?	-38	-6%	?	-44%	0%	6%	-2%[9.26 µM]
COc1cc(NC(=O)C2CCCN2S(=O)(=O)c2cccc3cccnc23)cc(OC)c1OC (centres undefined)	-21	1	-1%	6%	18	-1%	-2%	-25%	-3%	0%	2%
O=c1[nH]c(SCc2cccc(Cl)c2)nc2ccccc12	-5	0	-6%	40%[activator]	-13	-1%	-2%	24%	0%	2%	4%
COc1cc(NC(=O)c2ccc(F)cc2)ccc1NC(=O)c1cc2ccccc2o1	-2	3	0%	-13%	5	0%	2%	4%	3%	-3%	-10%
Cc1ccc(N2CCCn3c2cc(C)c(C#N)c3=O)cc1C	-23	0	-4%	5%	5	-1%	2%	?	0%	0%	-3%
O=S1(=O)CCN2N=C(C3CC3)SC2=N1	-5	4	0%	2%	-10	-4%	-4%	-11%	3%	1%	0%
CCOc1ccc(OCC)c(S(=O)(=O)N2CCCCC2)c1	-4	0	-1%	0%	1	-3%	0%	-17%	3%	1%	-2%
Cn1c(-c2ccc(F)cc2)cnc1NCc1ccc(F)cc1	11	/	-3%	2%	-19	-2%	-3%	-18%	-3%	-12%	-2%
COc1ccc(/C=C2\N=C(SC)N(c3ccccc3OC)C2=O)cc1	-28	-13	?	-10%	-12	-6%	2%	?	?	-5%	-14%
CC(=O)Nc1ccc(N=Nc2ccccc2)cc1	-15	0	2.8µM*	-1%	2	2.8µM*	21%	12%	6µM*	0%	10µM*
O=C(Nc1ccccc1Cl)Nc1ccccc1Cl	16	1	17%	-1%	-3	15%	-8%	-29%	?	-6%	8%
CCC(=O)Nc1ccc(C=C(C(C)=O)C(C)=O)cc1	19	-1	-6%	?	-4	-3%	-3%	-33%	2%	2%	?
O=S(=O)(c1ccc(Cl)cc1)N1CCCC1c1nc(-c2ccc(Cl)cc2)no1 (centres undefined)	-17	2	-2%	-2%	13	-4%	?	221%	6%	-1%	-3%
Cc1cc(C(=O)N/N=C/c2cc([N+](=O)[O-])cc(C)c2O)n[nH]1	-16	3	-4%	?	20	-4%	14µM*	10µM*	-1%	1%	0%
Cc1nn(CC(=O)NCc2ccco2)c(C)c1[N+](=O)[O-]	-9	1	2%	-1%	8	-3%	2%	-11%	2%	-8%	1%
Cc1cc(OCCSc2nnc(-c3cccs3)n2C)ccc1Cl	-2	-23	9%	-7%	-17	7%	-15%	-6%	-6%	1%	-10%
O=C(Cn1nc(-c2ccccc2)c2ccccc2c1=O)Nc1cccc(O)c1	-7	3	-2%	1%	-5	-4%	-3%	15%	2%	-2%	3%
Nc1cc(-c2cccc(Br)c2)nn1Cc1ccccc1	-17	-7	5%	15%	-23	7%	?	-20%	?	-3%	11%
c1ccc(COc2ccc(OCCn3cncn3)cc2)cc1	10	3	3.2µM*	3%	13	2.5µM*	-7%	35%	9.5µM*	-8%	9.2µM*
Cc1ccccc1Cn1cc(NC(=O)COc2ccccc2)cn1	40[activator]	1	19%	-1%	-1	-1%	15%	?	?	13%	6%
Cc1ccc(S(=O)(=O)N2CCOCC2)cc1NC(=O)CSc1nnnn1C1CCCC1	?	/	-7%	-6%	-3	-3%	/	/	7%	-3%	4%
CC(=O)c1cnc(N2CCCCC2)nc1C	-7	-2	0%	2%	-32	0%	5%	28%	-1%	-3%	16%
CC(C)(C)n1ncc2c(=O)n(CC(=O)NCCc3ccccc3)cnc21	15	-2	1%	8%	6	4%	-13%	-1%	-5%	-5%	-13%
CC(=O)Nc1ccc(S(=O)(=O)NCc2cn3ccsc3n2)cc1	3	0	-5%	3%	3	-2%	-7%	14%	-1%	1%	1%

RORgamma inh: entries above that show a hit.
structure	Rab9 prom act	uPA surface inh	NPC1 promoter act	RORgamma inh	Tb PFK inh
Cc1cc(C(=O)N/N=C/c2cc([N+](=O)[O-])cc(C)c2O)n[nH]1	-4%	?	-4%	10µM*	1%

Further records follow.
SMILES	Giardia kill	FBPA coupling cs	Rab9 prom act	uPA surface inh	KCNH2 3.1 inh	NPC1 promoter act	VP16 counter	RORgamma inh	FLuc counter	Tb PFK inh	ELG1 genotoxic
CC1CCN(C(c2cccs2)c2nnnn2Cc2ccccc2)CC1 (centres undefined)	-1	4	0%	4%	2	1%	-3%	24%	3%	1%	-4%
CN(C)Cc1nnnn1-c1cccc(-n2nnnc2CN(C)C)c1	5	4	2%	0%	1	0%	10%	-17%	4%	6%	0%
CC(OC(=O)C12CCC(=O)N1c1ccccc1S2)C(=O)Nc1cccc(Cl)c1 (centres undefined)	9	/	-6%	-16%	1	-5%	/	/	4%	0%	1%
Cn1c(=O)c2c(ncn2CC(=O)OCC(=O)Nc2cc(Cl)ccc2C#N)n(C)c1=O	-11	/	/	3%	-35	/	/	/	/	-6%	0%
COc1ccc(CCCc2nnc(SCC(=O)Nc3ccccc3F)o2)cc1	-5	-2	-4%	4%	4	3%	4%	2%	-17%	-6%	6%
CC(=O)N(Cc1ccccc1)c1ncc2c(n1)c(=O)c(C#N)c1ccccn12	14	-6	-5%	7%	19	-1%	1%	-2%	3%	0%	-5%
CSc1nc(C)c(Cc2ccccc2)c(=O)[nH]1	3	-2	20%	4%	4	0%	-10%[10 µM]	11%	-2%	-4%	5%
CSc1nsc(SC)c1NC(=O)OCc1ccccc1	-5	/	23%	/	15	15%	-4%	1%	-20%	-4%	2%
CCN1CCN(c2cc(C)c3cc(NC(=S)N4CCN(c5ccccc5)CC4)ccc3n2)CC1	-13	1	-35%[inhibitor]	-2%	-40	-18%	-9%[10 µM]	?	-5%	-4%	12%
COc1ccc(Nc2cc(C)c3ccc(O)cc3n2)cc1	-12	-17	-3%	53%[activator]	7	5%	?	?	24µM*	0%	7%
COc1cccc(NC(=O)C2CCN(S(=O)(=O)c3ccc4[nH]c(=O)oc4c3)CC2)c1	-16	/	0%	3%	26	-4%	8%	1%	-1%	0%	7%
Cc1onc(-c2ccccc2)c1C(=O)N1CCN(c2ccccn2)CC1	-13	/	3%	-5%	15	2%	-10%	8%	0%	-2%	-1%
O=C(NCc1ccc(Cl)cc1)C1CCN(S(=O)(=O)c2cccs2)CC1	14	0	0%	-2%	-4	-3%	11%	32%	1%	?	-7%
COc1ccc(C)cc1NC(=O)CN(c1ccccc1F)S(C)(=O)=O	-28	0	3%	0%	8	-6%	0%	13%	4%	-1%	-1%
COC(=O)c1ccccc1NC(=O)Nc1cccnc1	19	2	4%	-1%	6	11%	-3%	-25%	15µM*	1%	0%
Cc1ccc(CNC(=O)CC(C)S(=O)(=O)c2ccc3c(c2)NC(=O)C(C)S3)cc1 (centres undefined)	-10	0	-4%	-2%	0	-5%	?	6%	-2%	2%	-8%[9.26 µM]
COc1c(Br)cc(Br)cc1C(=O)Nc1ccccc1N1CCCC1	7	1	8%	2%	5	-3%	-3%	-5%	1%	-6%	-6%
CC(C)Nc1nnc(SC(C)C(=O)N(C)C2CCCCC2)s1 (centres undefined)	-5	/	-3%	5%	-8	-2%	/	/	2%	12%	0%
Cc1ccc(S(=O)(=O)N2CCN(C(=O)Cn3c(=O)oc4ccccc43)CC2)c(C)c1	-15	/	-2%	-4%	-1	0%	/	/	2%	-3%	0%
COC(=O)CNC(=O)c1cn(CC(C)C)c(=O)c2cc(OC)c(OC)cc12	4	2	-1%	2%	-11	-4%	-5%	1%	-1%	1%	-3%
Cc1cc([N+](=O)[O-])nn1CC(=O)Nc1cc(F)ccc1F	-10	2	2%	-9%	-5	-1%	3%	-7%	2%	0%	-1%
Cc1cccc(NS(=O)(=O)c2cc3c(cc2C)NC(=O)CO3)c1	-3	-2	1%	-8%	-4	-1%	2%	-18%	-1%	-4%	0%
CC1CCC(C(=O)NC(C(=O)N2CCc3ccccc3C2)C(C)C)CC1 (centres undefined)	4	0	-1%	2%	-2	11%	1%	4%	6%	2%	1%
CC(CP(=O)(O)O)NC(=O)Cc1ccccc1 (centres undefined)	-25	-1	-1%	3%	-15	-4%	1%	4%	4%	2%	-1%
O=C(Nc1ccc2c(c1)C(=O)NC2=O)c1cc(Cl)ccc1Cl	6	-1	0%	10%	5	2%	4%	-2%	1%	?	1%
O=C(O)CCC(=O)N1N=C(c2cccs2)CC1c1cccc([N+](=O)[O-])c1 (centres undefined)	-5	1	-5%	2%	-10	0%	-13%	-6%	2%	2%	2%
NS(=O)(=O)c1cccc(NC(=O)c2cc(-c3cccs3)nc3ccccc23)c1	5	1	-2%	5%	-4	-6%	-13%	2%	?	6%	-11%
